Source: PubChem BioAssay (several laboratories)
HSP90 refold inh: HSP90 refolding inhibition in rabbit reticulocyte lysate. inhibition, % at 5.6 µM. hit rate 0.91% among 290,000. luciferase refolding luminescence, 3 h. AID 1789;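 active means inhibition above the screen-wide mean plus 3 SD, computed separately per campaign, cut at about 16% in these data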;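 further: 0% = DMSO wells and 100% = 60 µM geldanamycin wells; inhibitors lower the luminescence because luciferase stays unfolded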
KLF5 inh: kruppel-like factor 5 inhibition; DLD-1 KLF5 promoter-luciferase reporter, luminescence; inhibition, % at 5 µM; hit rate 0.23% among 290,000;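 active means inhibition above a per-plate limit of that plate's mean compound inhibition plus 3 SD, cut at about 60% in these data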;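 further: 0% = DMSO wells and 100% = LY294002 at 200 µM; higher means less KLF5 promoter-driven luciferase light; inactives centre near -14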
HDAC3 inhib: inhibitors of human histone deacetylase 3. O15379. recombinant HDAC3, fluorogenic peptide/trypsin coupled, fluorescence. inhibition, % at 8.3 µM. hit rate 0.15% among 320,000. AID 2718; in the data active means inhibition above about 26%, passing the limit was not always enough; inconclusive means no clear call, values can overlap the other calls
Target sequence (O15379 whole entry, looked up): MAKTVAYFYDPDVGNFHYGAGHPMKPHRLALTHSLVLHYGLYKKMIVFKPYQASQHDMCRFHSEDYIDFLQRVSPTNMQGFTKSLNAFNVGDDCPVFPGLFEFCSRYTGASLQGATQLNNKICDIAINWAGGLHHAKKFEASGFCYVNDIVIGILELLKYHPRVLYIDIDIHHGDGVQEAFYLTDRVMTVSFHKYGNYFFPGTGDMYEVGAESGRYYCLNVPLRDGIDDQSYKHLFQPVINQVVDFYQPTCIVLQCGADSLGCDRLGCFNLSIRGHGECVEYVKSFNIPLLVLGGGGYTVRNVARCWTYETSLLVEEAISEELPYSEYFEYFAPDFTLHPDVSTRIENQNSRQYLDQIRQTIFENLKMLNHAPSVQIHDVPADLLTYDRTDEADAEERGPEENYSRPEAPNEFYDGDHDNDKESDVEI
IEC-6 cytotox: IEC-6 cytotoxicity, counter-screen for KLF5 inhibitors; luminescence viability; inhibition, % at 5 µM; hit rate 0.78% among 290,000; in the data active means inhibition above about 22%;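 further: 0% = plate median of test compound wells and 100% = cytotoxic reference compound wells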
AI-2 QS modul: modulators of Vibrio harveyi AI-2 quorum sensing system | Vibrio harveyi JMH597 AI-2 luminescence/OD600 ratio, 9 h; active compounds read low; strain lacks LuxN and CqsS sensors; 0 = neutral-control median | activity change, % at 7.5 µM | AID 2094 | hit rate 0.4% among 300,000; in the data active means activity change below about -75%, passing the limit was not always enough; inconclusive means no clear call, values can overlap the other calls;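 further: luminescence divided by OD600 gain over 9 h not by final OD600 alone; inactives centre near 13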
Platelet DG rel: platelet dense granule release activity; human platelet-rich plasma, SFLLRN dense granule ATP release, luminescence; inhibition, %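 (compounds screened at 7.5 µM in platelet-rich plasma)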; hit rate 0.22% among 300,000; AID 1663;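 active means mean replicate score, as percent of positive control, at or above 50; inconclusive means mean below 50 but at least one replicate at or above 50; inactive means mean and every replicate below 50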
aSyn 5UTR inh: MLPCN primary screen, SNCA 5' untranslated region | alpha-synuclein 5'UTR reporter, inhibitor activity | inhibition, % (tested at 7.5 µM) | hit rate 0.82% among 300,000 | AID 1813; in the data active means inhibition above about 60%; inconclusive means no clear call, values can overlap the other calls;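 further: H4 neuroglioblastoma cells stably carrying SNCA 5'UTR luciferase fusion; 0% = DMSO wells and 100% = positive control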
HIF activator: HIF pathway transcriptional activation; U2OS HRE-luciferase reporter, luminescence; normalized: DMSO 0%, desferrioxamine 100%; activation, % at 7.5 µM (by protocol); hit rate 0.32% among 300,000;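 active means mean activation of at least 10% of the iron chelator positive control signal, with at least half of replicates also reaching 10%; inconclusive means mean and replicate majority disagree about reaching 10%; inactive means mean and most replicates under 10%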
HSF1 inhib: HSF1 inhibition | hit rate 0.77% among 300,000 | NIH3T3-HGL HSE-luciferase, MG132-induced, luminescence 8 h; active compounds read low | activity change, negative = inhibition, % at 7.5 µM (by protocol);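 active means more than half of replicate wells show activity change below -50%, luminescence cut by over half; inconclusive means some wells, but at most half, below -50%; inactive means no replicate well below -50%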;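 further: luciferase reports HSF-1 transcriptional activity via heat shock element; 0% = median of DMSO wells and -100% = zero luminescence signal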
HSF-1 act: increases HSF-1 driven luciferase reporter signal; NIH3T3-HGL HSF-1 luciferase reporter, MG132, 8 h; 100% = twice DMSO control signal; activation, % at 9 µM; hit rate 1.7% among 300,000;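 active means mean replicate activation of at least 50% with a set share of replicates each reaching 50%; inconclusive means only one of those two conditions met; inactive means mean below 50% and too few replicates reaching it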;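 further: 0% = median of the neutral control wells and 100% = twice that signal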
The depositor's hits bear a star; u = inconclusive; x = not tested or not shown.

smiles	HSP90 refold inh	KLF5 inh	HDAC3 inhib	IEC-6 cytotox	AI-2 QS modul	Platelet DG rel	aSyn 5UTR inh	HIF activator	HSF1 inhib	HSF-1 act
COc1ccc(/C=N/NC(=O)CNC(=O)c2ccc(S(=O)(=O)N3CCOCC3)cc2)cc1OC	-4	16	4	0	33	-13	0	-57	-3	8
Cc1nc2ccccc2c(=O)n1CCN1CCOCC1	-6	-14	1	-4	22	8	13	0.3	-5	0
C=CCc1ccccc1OCC(O)CN1CCN(C(=O)OCC)CC1 (centres undefined)	1	5	-2	-2	-11	22	4	1.3	9	6
O=C1CCN1C1(C(=O)NC2CCCCC2)CCCC1	-2	-13	2	6	33	18	-3	-0.3	-5	8
CCOc1ccc(-n2cc(C(=O)NCc3ccco3)c3cc(OC)c(OC)cc3c2=O)cc1	2	-37	1	3	24	-6	8	-40	9	34
COc1ccccc1-c1nnc(SCC(=O)O)n1C	-3	-7	-11	2	9	-6	-44	x	-2	-5
CC(C)(C)c1ccc(Oc2ccc(NC(=O)C3CC=CCC3C(=O)O)cc2)cc1 (centres undefined)	-1	32	9	14	23	-3	51	-1.5	-3	16
CC(=O)Nc1ccc(C2NC(=S)N(c3ccccc3C(F)(F)F)C(C)=C2C(=O)N2CCOCC2)cc1 (centres undefined)	-4	-18	-2	3	29	6	-10	0.6	2	-6
Cc1ccccc1S(=O)(=O)Cc1ccc(C(=O)NC2CCCCC2C)o1 (centres undefined)	-2	-8	-5	-2	15	-1	23	-0.5	6	-22
CCC12CN(C(=O)c3ccc([N+](=O)[O-])cc3)CC(CC)(CN(C(=O)c3ccc([N+](=O)[O-])cc3)C1)C2=O	-3	-18	-5	2	10	-3	13	-0.4	4	0
CCOC(=O)C(N)CSC1CC(=O)N(c2ccc(OCC)cc2)C1=O (centres undefined)	-3	-28	-5	-10	x	17	-6	-0.7	-6	-5
C=CCNC(=S)N1CCN(CCN=CC2=C(O)CC(c3ccc(Cl)cc3)CC2=O)CC1 (centres undefined)	-1	-1	11	-2	15	-5	17	0.5	9	5
CCCCN(CC)CCCNC(=O)c1ccc2c(c1)N(CC)C(=O)c1ccccc1S2(=O)=O	1	-32	-3	3	-7	-1	-5	1.2	-11	6
COc1ccc(CCNC(=O)CSc2nc(=O)n3cc(C)ccc3n2)cc1OC	x	x	1	x	9	10	4	0.0	-3	-12
CCOc1cc(-c2nc(-c3ccc(OC)cc3)no2)cc(OCC)c1OCC	1	-20	4	-3	3	-76	15	0.1	-8	-16
C/C=C/c1ccc(OCCCNC2CCCC2)c(OC)c1	-2	-8	4	0	15	2	-21	-0.5	-1	1
O=[N+]([O-])c1ccc(-c2c(O)c3ccccc3c3nc4ccccc4nc23)cc1	-2	0	-3	4	16	-6	7	-0.4	0	33
CCCC(c1nnnn1Cc1cccs1)N1CCN(C2CCCC2)CC1 (centres undefined)	4	-24	8	2	21	3	3	-0.8	-1	-4
CCOc1cc(/C=N/NC(N)=S)cc(Br)c1OCc1ccccc1C	6	11	9	3	14	1	-74	-1.0	-10	-10
O=C(O)/C=C/c1nc(-c2ccccc2)n2ccccc12	13	26	-8	-12	12	-24	-24	0.8	-35	-40
Cc1[nH]c2ccccc2c1C(=O)CN1C(=O)C(=O)N(C2CCCC2)C1=O	0	-24	-4	0	46	6	34	-0.4	-1	18
Cc1ccc(OCC(=O)Nc2ccccc2[N+](=O)[O-])c(Br)c1	-7	-36	1	1	10	8	-207	2.0	38	55*
O=C(COC(=O)c1ccc(Cl)nc1)NCc1cccs1	0	-14	-15	0	13	7	4	0.0	-12	-2
CCOc1ccc(C(c2c(C)[nH][nH]c2=O)c2c(C)[nH][nH]c2=O)cc1OC	2	-7	-2	-6	20	3	5	-3.0	-5	-11
COc1ccc(-c2nc3ccccc3c(=O)n2NC(=O)Cc2ccccc2)cc1	5	-10	0	4	17	-6	23	0.5	-2	-2
COc1ccc(C(=O)OCC(=O)N2CCCCC2)cc1[N+](=O)[O-]	2	-7	-2	1	19	1	12	0.3	-6	-21
CCC(=O)Nc1c(-c2cccs2)c(=O)c2ccccc2n1C	0	1	x	1	11	5	0	-0.1	1	8
Cc1cccc(OCC(=O)NCc2n[nH]c(=O)c3ccccc23)c1	x	x	0	x	-4	16	5	-0.4	4	12
O=C(CSC1=NS(=O)(=O)c2ccccc2N1)N1CCCCC1	x	x	u	x	11	-2	-8	0.2	-3	-26
CCOc1ccccc1NC(=O)C(NCC1CCCCC1)c1ccccc1 (centres undefined)	-4	-3	2	-4	14	5	7	0.2	10	15
CCOC(=O)C1=C(C)OC(N)=C(C#N)C1c1cc2c(cc1[N+](=O)[O-])OCO2 (centres undefined)	3	-22	-15	-6	23	7	-7	0.0	-4	7
CCOCCCNC(=S)N1CCCN(c2nc3cc(C)cc(C)c3cc2C#N)CC1	-3	2	0	5	8	-1	-5	-0.8	5	9
COc1ccc(C)cc1S(=O)(=O)N1CCCC(N2CCOCC2)C1 (centres undefined)	1	-17	0	4	27	-3	5	-15	4	-15
COc1ccc2nc(NC(=O)c3ccccc3C(=O)O)sc2c1	-2	-19	3	2	6	3	5	-6.1	0	2
CCOC(=O)Cn1nc(C)c([N+](=O)[O-])c1C	-1	-46	-3	-6	32	1	-8	-0.4	-13	-2
CC(=O)c1ccc(-n2c(CCC(=O)O)ccc2-c2ccccc2)cc1	-5	-24	2	-2	13	8	-11	0.3	-8	1
COc1ccc(CNc2ncc(-c3cccc([N+](=O)[O-])c3)n2C)c(OC)c1OC	2	-49	2	3	-6	2	5	0.6	3	17
O=C1/C(=C/c2cccnc2)SC(=S)N1NS(=O)(=O)c1ccccc1	-3	-3	6	-6	27	-1	15	0.0	1	30
CC(C)C(=O)Nc1c2c(nn1-c1ccc([N+](=O)[O-])cc1)CS(=O)(=O)C2	0	-24	0	2	19	2	-3	0.6	-2	-3
CCOc1ccc(N2C(=O)C3C(C2=O)C3(c2ccccc2)c2ccccc2)cc1 (centres undefined)	4	-62	14	4	-2	2	-10	-0.2	-2	-8
CC(OC(=O)c1cc(Br)ccc1O)C(=O)NCc1ccc2c(c1)OCO2 (centres undefined)	x	x	-1	x	33	-2	4	-10	0	3
COCCN1C(=O)N[C@@H](CCc2ccccc2)C(C(C)=O)=C1C	-4	-8	-5	-4	-2	10	7	0.0	-28	-43
CN(C)n1cccc1/C=C(\C#N)S(=O)(=O)c1ccc(Cl)cc1	-4	-15	-1	-5	35	-3	-12	0.2	4	6
Cc1cc(C(=O)COC(=O)CC2Sc3ccccc3NC2=O)c(C)n1-c1ccccc1 (centres undefined)	2	21	5	1	8	12	-56	0.3	-9	-6
Cc1oc2cc([N+](=O)[O-])c(O)c([N+](=O)[O-])c2c1C(=O)c1ccc(Cl)cc1	0	-9	6	2	25	1	4	0.0	-7	-7

Entries listed so far that bear a hit mark in HSF-1 act:
SMILES | HSP90 refold inh | KLF5 inh | HDAC3 inhib | AI-2 QS modul | Platelet DG rel | aSyn 5UTR inh | HSF1 inhib | HSF-1 act
Cc1ccc(OCC(=O)Nc2ccccc2[N+](=O)[O-])c(Br)c1 | -7 | -36 | 1 | 10 | 8 | -207 | 38 | 55*

A second format for part of the listing above.
CN(C)n1cccc1/C=C(\C#N)S(=O)(=O)c1ccc(Cl)cc1
- HSP90 refold inh: -4
- KLF5 inh: -15
- HDAC3 inhib: -1
- IEC-6 cytotox: -5
- AI-2 QS modul: 35
- Platelet DG rel: -3
- aSyn 5UTR inh: -12
- HIF activator: 0.2
- HSF1 inhib: 4
- HSF-1 act: 6

Cc1cc(C(=O)COC(=O)CC2Sc3ccccc3NC2=O)c(C)n1-c1ccccc1 (centres undefined)
- HSP90 refold inh: 2
- KLF5 inh: 21
- HDAC3 inhib: 5
- IEC-6 cytotox: 1
- AI-2 QS modul: 8
- Platelet DG rel: 12
- aSyn 5UTR inh: -56
- HIF activator: 0.3
- HSF1 inhib: -9
- HSF-1 act: -6

Cc1oc2cc([N+](=O)[O-])c(O)c([N+](=O)[O-])c2c1C(=O)c1ccc(Cl)cc1
- HSP90 refold inh: 0
- KLF5 inh: -9
- HDAC3 inhib: 6
- IEC-6 cytotox: 2
- AI-2 QS modul: 25
- Platelet DG rel: 1
- aSyn 5UTR inh: 4
- HIF activator: 0.0
- HSF1 inhib: -7
- HSF-1 act: -7

The list continues.
smiles	HSP90 refold inh	KLF5 inh	HDAC3 inhib	IEC-6 cytotox	AI-2 QS modul	Platelet DG rel	aSyn 5UTR inh	HIF activator	HSF1 inhib	HSF-1 act
CCCC(=O)NC(Nc1cc(C(F)(F)F)ccc1Cl)C(Cl)(Cl)Cl (centres undefined)	-3	-8	16	-2	6	1	28	-1.2	0	16
COc1ccc(CNCC(=O)Nc2sccc2C#N)cc1	4	-22	0	2	19	2	-30	0.5	1	-2
O=C(O)CC1(c2ccccc2)C(=O)c2ccccc2C1=O	-3	-2	-4	1	13	-6	21	-0.2	-1	-21
CCOC(=O)c1oc2cccc(OC(C)=O)c2c1C	-1	-23	-6	1	2	-5	-85	0.5	-1	7
CNC(=S)N(Cc1cc2cc(OC)c(OC)cc2[nH]c1=O)C1CCCC1	1	-27	3	-10	36	-1	0	-0.6	-2	1
CCCc1cc(=O)oc2c3c(cc(OCC(=O)NCc4ccncc4)c12)OC(C)(C)CC3	-5	-28	-76	16	72	0	21	0.3	-1	-2
CCOc1ccc2c(c1)c(=O)c(S(=O)(=O)c1ccc(C)cc1)cn2CC	3	10	1	1	-9	-4	13	0.4	0	8
Cc1cc(NC(=O)CSC2=Nc3ccccc3C3=NC(Cc4ccccc4)C(=O)N23)n[nH]1 (centres undefined)	-2	-38	-4	4	16	5	-11	0.8	1	-11
COc1ccc(NC(=O)C2CCN(C(=O)Nc3ccc(C)cc3)CC2)cc1OC	-1	-21	-5	-4	5	-1	36	0.4	-8	-4
COCC(C)N=Cc1c(O)[nH]c2ccccc12 (centres undefined)	4	-29	x	1	15	-1	-42	x	3	2
Cn1c2ccccc2c2nnc(N/N=C/c3ccc(O)cc3)nc21	x	x	-5	x	-2	10	-37	-0.4	-1	18
Cc1ccccc1C(=O)N1CCN(c2ccc(NC(=O)CSc3ccc(Cl)cc3)cc2)CC1	-3	-37	0	3	9	1	51	0.8	-36	-41
